Bim-Bcl-B: disrupts Bim peptide binding to human Bcl-B. Q9HD36. bead-based flow cytometry. inhibition, % at 10 µM. 0.073% of 190,000 active;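 also: 0% = tracer peptide without compound and 100% = reference inhibitor peptide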
RGS4-Gao reg: human RGS4-Galphao interaction regulation; P09471; Multiplexed bead flow cytometry, RGS4-Galphao binding; actives lie on both sides; binding response (% of control), % at 10 µM; 0.33% of 220,000 active; AID 1415; in the data active = binding response below about 49% or above about 150%; inactive = in between;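 also: fluorescent Galphao activated with aluminum fluoride binding bead-coupled RGS4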
Target sequence (P09471 whole entry, looked up): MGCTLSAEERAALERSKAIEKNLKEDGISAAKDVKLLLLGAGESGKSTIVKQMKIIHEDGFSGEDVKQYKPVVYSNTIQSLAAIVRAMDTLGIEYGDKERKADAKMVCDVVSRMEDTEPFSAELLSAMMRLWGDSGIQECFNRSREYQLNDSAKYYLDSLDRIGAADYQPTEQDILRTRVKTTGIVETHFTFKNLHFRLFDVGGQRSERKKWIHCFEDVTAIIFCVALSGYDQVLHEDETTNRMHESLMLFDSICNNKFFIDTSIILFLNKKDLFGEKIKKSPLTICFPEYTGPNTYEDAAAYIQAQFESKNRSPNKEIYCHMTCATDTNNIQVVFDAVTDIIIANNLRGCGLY
Bim-Bcl-W: inhibitors of Bim-Bcl-W interaction, human | Q92843 | bead-based flow cytometry, Bim peptide-Bcl-W binding | inhibition, % at 10 µM | 0.02% of 190,000 active;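 also: 0% = bound tracer without compound and 100% = peptide blocker; higher means less fluorescent Bim peptide bound to Bcl-W beads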
Target sequence (Q92843 whole entry, looked up): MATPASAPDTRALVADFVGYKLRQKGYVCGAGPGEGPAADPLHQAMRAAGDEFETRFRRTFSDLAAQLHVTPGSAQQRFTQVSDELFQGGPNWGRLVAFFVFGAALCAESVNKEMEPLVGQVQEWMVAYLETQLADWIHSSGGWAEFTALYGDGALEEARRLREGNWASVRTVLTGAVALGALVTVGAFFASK
RGS7-Gao: human RGS7-Galphao interaction regulation | P09471 | Multiplexed bead flow cytometry, RGS7-Galphao binding; actives lie on both sides | binding response (% of control), % at 10 µM | 0.35% of 220,000 active; in the data active = binding response below about 49% or above about 150%; inconclusive = no clear call, values can overlap the other calls; inactive = in between;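 also: fluorescent Galphao held in activated GDP-AlF4 state binding bead-coupled RGS7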
Mcl1 Bid PPI: Mcl-1/Bid interaction inhibition | Q07820 | TR-FRET Mcl-1/Bid-Dy647 peptide binding, 1536-well | inhibition, % at 21.7 µM | 0.97% of 220,000 active | AID 1021;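 active = compounds that cut the binding signal by more than half at the single screening dose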;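 also: His-tagged Mcl-1 with europium anti-His antibody binding Bid BH3 peptide; 0% = Mcl-1 plus peptide wells and 100% = peptide-only wells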
Mcl1-Noxa inh: Mcl-1/Noxa interaction inhibition; TR-FRET Mcl-1/Noxa peptide binding, 2 h; inhibition, % at 21.7 µM; 1.5% of 220,000 active; AID 1022;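 active = compounds that cut the protein-peptide binding signal by more than 50% relative to plate controls in a single-dose test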;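 also: His-tagged Mcl-1 with rhodamine Noxa BH3 peptide and terbium anti-His antibody; 0% = Mcl-1 plus Noxa peptide wells and 100% = peptide-only wells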
Mcl-1 Bim block: human Bim-Mcl-1 interaction inhibition; inhibition, % at 10 µM; Bead-based flow cytometry, Bim peptide-Mcl-1 binding; 0.1% of 190,000 active; Q07820;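 also: 0% = no compound tracer wells and 100% = peptide blocker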
Bcl-2 Bim block: inhibitors of Bim-Bcl-2 interaction, human; 0.06% of 190,000 active; Bead-based flow cytometry, Bim peptide-Bcl-2 binding; inhibition, % at 10 µM; P10415; in the data active = inhibition above about 40%; inconclusive = no clear call, values can overlap the other calls;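 also: 0% = no compound wells with probe peptide and 100% = reference peptide inhibitor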
Target sequence (P10415 whole entry, looked up): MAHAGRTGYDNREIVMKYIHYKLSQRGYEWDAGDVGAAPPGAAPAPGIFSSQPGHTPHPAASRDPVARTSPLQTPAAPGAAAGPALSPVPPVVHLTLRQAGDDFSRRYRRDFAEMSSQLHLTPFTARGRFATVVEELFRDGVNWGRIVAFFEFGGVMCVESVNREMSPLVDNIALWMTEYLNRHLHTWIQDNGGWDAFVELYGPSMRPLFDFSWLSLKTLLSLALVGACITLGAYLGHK
Bim-Bfl-1: disrupts Bim binding to human Bfl-1; inhibition, % at 10 µM; Q16548; Bead-based flow cytometry, Bim-Bfl-1 binding inhibition; AID 1008; 0.12% of 190,000 active;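 also: 0% = wells without compound plus tracer and 100% = blocker peptide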
Bim-Bcl-XL: inhibitors of Bim-Bcl-XL interaction, human; inhibition, % at 10 µM; Bim peptide-Bcl-XL binding, bead flow cytometry, fluorescence; Q07817; 0.04% of 190,000 active; AID 1007
Target sequence (Q07817 whole entry, looked up): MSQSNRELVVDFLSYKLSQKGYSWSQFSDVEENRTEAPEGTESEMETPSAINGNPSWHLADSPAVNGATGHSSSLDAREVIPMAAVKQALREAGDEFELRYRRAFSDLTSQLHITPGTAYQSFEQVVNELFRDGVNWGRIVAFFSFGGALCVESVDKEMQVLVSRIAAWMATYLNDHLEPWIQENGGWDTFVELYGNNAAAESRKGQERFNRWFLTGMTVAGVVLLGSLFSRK
RGS8-Gao: modulates binding of RGS8 to human Galphao | AID 1423 | response (percent of control binding), % at 10 µM | 0.34% of 220,000 active | multiplexed bead flow cytometry; actives lie on both sides | P09471; in the data active = response below about 60% or above about 140%; inactive = in between;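 also: Galphao activated as the GDP aluminium fluoride complex binding bead-coupled RGS8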
Starred values were filed as active, the others as inactive; u = inconclusive; x = not tested or not shown; [ ] = remark or other dose. Rule as the data show it, unless noted: active = inhibition above about 40%.

smiles,Bim-Bcl-B,RGS4-Gao reg,Bim-Bcl-W,RGS7-Gao,Mcl1 Bid PPI,Mcl1-Noxa inh,Mcl-1 Bim block,Bcl-2 Bim block,Bim-Bfl-1,Bim-Bcl-XL,RGS8-Gao
Cc1c(NS(=O)(=O)c2ccc3c(c2)Cc2ccccc2-3)c(=O)n(-c2ccccc2)n1C,0,101,-1,101,-39,-7,2,0,0,3,105
O=C(NCc1ccccc1)C1=C[C@@H](c2ccccc2)C[C@@H](OCc2ccc(CO)cc2)O1,0,99,0,94,2,-3,-2,-7,-5,0,100
CC(=O)N(C(C)=O)c1c(N2CCCC2)c2ccccc2oc1=O,-2,98,-2,99,9,6,1,0,-3,-1,97
COc1cc(NC(=S)NCCc2c[nH]c3ccccc23)c(OC)cc1Cl,-3,100,0,107,-37,15,0,-5,-1,-5,102
COc1cc(/C=N/NC(=O)Cc2nnc(N)s2)cc(OC)c1OC,x,98,x,u,-36,-16,x,x,x,x,98
COc1ccc(-c2cc(C(=O)NNC3=NCCC3)c3c(C)nn(-c4ccccc4)c3n2)cc1,-4,102,-2,u,-50,-27,1,-4,-4,-3,100
O=C(NCCCCNC(=O)c1cccnc1)c1cccnc1,1,103,-1,102,-13,13,0,-1,-4,0,101
CC(C)CCNC(=S)Nc1ccc(Br)cc1,-10,102,-1,103,-19,5,-2,0,1,-4,103
CCNC(=O)NC(=O)C(C)OC(=O)C1CCN(S(=O)(=O)c2ccc(C)c(C)c2)CC1 (configuration not stated),-4,102,-3,105,-25,-2,-1,1,-1,-5,101
CCCCN(C)C(=O)C1CCN(CCCc2ccccc2)CC1,0,121,0,170*[activator],31,28,1,1,0,-1,89
COc1ccc(S(=O)(=O)N2CCSC2c2ccccc2)cc1 (configuration not stated),0,102,0,103,14,3,0,-2,-3,-2,104
Cc1ccc(C(=O)NC2CC(C)(C)NC(C)(C)C2)cc1C,-1,99,-1,102,-14,4,0,-1,0,-1,102
O=C(c1ccccc1)N1CCN2C(=O)c3ccccc3C12c1ccc(Cl)cc1 (configuration not stated),-2,99,-1,100,11,-9,-5,-1,0,-4,102
Cn1nc(C(=O)OCC(=O)Nc2ccc3ccccc3c2)c2ccccc2c1=O,-4,97,-2,98,-7,11,-2,-4,-8,-7,97
O=C(Nc1nc(-c2nc3ccccc3s2)cs1)c1ccco1,-24,97,-14,100,-64,-103,-6,-16,-12,-20,105
CSc1nnc(-c2cccc(NC(=S)NN)c2)o1,x,96,x,96,-66,-3,x,x,x,x,97
COc1ccc(N2C(=O)CCC2=O)cc1,1,82,-2,88,-5,7,1,0,-2,2,94
O=C(c1ccccc1)N1CCC(O)(c2ccc3c(c2)OCO3)CC1,-4,106,-1,103,-4,8,0,2,2,-1,102
N#CC1=C(N)C(C#N)(C#N)C(c2cccnc2)C2CN(C(=O)OCc3ccccc3)CC=C12 (configuration not stated),-4,89,0,96,-21,-2,-1,5,-1,-4,93
Cc1c(NC(=O)C(C)OC(=O)CC2CC3CCC2C3)c(=O)n(-c2ccccc2)n1C (configuration not stated),-1,97,0,100,-19,7,0,0,-3,1,98
COc1ccc(NC(=O)C2CCCN(S(=O)(=O)c3c(C)[nH]c(=O)[nH]c3=O)C2)cc1 (configuration not stated),0,103,2,97,-2,-1,0,-2,-3,2,102
O=C(N/N=C/c1c(O)ccc2ccccc12)c1cccc(C(F)(F)F)c1,0,73,3,73,13,26,0,0,-9,0,77
COC(=O)CC1c2cc(OC)c(OC)cc2CC(=O)c2cc(OC)c(OC)cc21 (configuration not stated),-2,104,0,99,-53,7,-2,-2,0,-2,104
CC(=O)Cn1c(CN2CC(C)CC(C)C2)nc2c1c(=O)n(C)c(=O)n2C (configuration not stated),0,89,-2,93,-18,-22,-6,3,9,-5,98
Cc1ccccc1OCCCCn1cnc2ccccc21,-10,98,-1,96,5,5,-3,-9,-17,-5,100
CCCn1c(SCC(=O)NCCc2ccc(Cl)cc2Cl)n[nH]c1=O,-10,101,-7,102,-1,24,-5,-5,-12,-8,101
CCOc1ccc(OCC)c(S(=O)(=O)N2CCOCC2)c1,-1,104,0,102,-8,14,0,0,-7,0,108
C/C(=N\N=c1/sc2ccccc2n1C)c1ccccn1,-3,98,0,95,-3,-3,0,-2,-2,1,100
Cc1oc(-c2cccc(C(F)(F)F)c2)nc1CN1CCC[C@H]1CO,-8,99,-6,96,-25,23,-6,-5,-9,-10,101
CCCc1nn(CCc2ccccn2)c(N)c1CC,-8,101,-3,98,-39,1,-3,-5,-7,-6,100
CCOc1ccc(-c2nnn(CCC#N)n2)cc1OC,-8,106,-2,129,-16,-11,0,-4,-12,-3,124
CCOC(=O)N1CCN(S(=O)(=O)c2ccc(OCC(=O)OC)cc2)CC1,-8,101,-2,94,-15,5,-1,-7,-12,-4,101
O=C(COc1ncnc2ccccc12)N1CCN(C(=O)c2ccco2)CC1,-5,107,1,102,-22,15,-1,-11,-12,-2,103
O=C(c1ccc(S(=O)(=O)c2ccccc2)cc1)N1CCc2ccccc2C1,-2,106,0,104,-21,-5,-1,-2,-2,-3,106
c1ccc(CCNc2ccnc3cc4ccccc4cc23)cc1,-24,106,0,104,-24,28,-1,-5,0,2,102
CCc1ccc(S(=O)(=O)c2n[nH]n3c2nc(=O)c2ccccc23)cc1,-6,101,-2,100,5,9,1,-11,-15,-4,99

4 compounds from above, sorted by length of the SMILES, falling.
smiles,Bim-Bcl-B,RGS4-Gao reg,Bim-Bcl-W,RGS7-Gao,Mcl1 Bid PPI,Mcl1-Noxa inh,Mcl-1 Bim block,Bcl-2 Bim block,Bim-Bfl-1,Bim-Bcl-XL,RGS8-Gao
CCc1ccc(S(=O)(=O)c2n[nH]n3c2nc(=O)c2ccccc23)cc1,-6,101,-2,100,5,9,1,-11,-15,-4,99
CCOC(=O)N1CCN(S(=O)(=O)c2ccc(OCC(=O)OC)cc2)CC1,-8,101,-2,94,-15,5,-1,-7,-12,-4,101
Cc1oc(-c2cccc(C(F)(F)F)c2)nc1CN1CCC[C@H]1CO,-8,99,-6,96,-25,23,-6,-5,-9,-10,101
Cc1ccccc1OCCCCn1cnc2ccccc21,-10,98,-1,96,5,5,-3,-9,-17,-5,100

Next part:
smiles,Bim-Bcl-B,RGS4-Gao reg,Bim-Bcl-W,RGS7-Gao,Mcl1 Bid PPI,Mcl1-Noxa inh,Mcl-1 Bim block,Bcl-2 Bim block,Bim-Bfl-1,Bim-Bcl-XL,RGS8-Gao
CN(CC(=O)O)c1ccc(C(F)(F)F)cc1[N+](=O)[O-],1,102,1,98,-23,7,-3,0,5,0,103
Cc1ccc(NC(=O)c2sc(N)nc2-c2ccccc2)cc1C,-6,99,-4,u,-48,7,1,-3,-5,-3,97
CCOC(=O)CC(=O)CSc1ncnc2c1cnn2-c1ccccc1,-7,97,0,100,-53,22,0,-5,-9,-4,102
CCOc1ccc(C(=O)N/N=C/c2c(C)[nH]c(=O)[nH]c2=O)cc1,x,99,x,u,-16,-15,x,x,x,x,99
O=c1c2nncn2c2cccnc2n1CCNc1ncc(C(F)(F)F)cc1Cl,x,96,x,u,-43,17,x,x,x,x,96
O=C(Nc1ccccc1F)NC1CC1,-6,101,0,u,-37,0,0,-5,-4,-4,100
CCc1nc(NCC2CCCO2)c2oc3ccccc3c2n1 (configuration not stated),-11,103,3,104,-1,27,-2,-8,-11,-2,102
Cc1ccc(NC(=O)C2CCCN(C(=O)c3ccc(Cl)cc3)C2)cc1S(=O)(=O)N1CCOCC1 (configuration not stated),-4,100,4,u,-18,21,0,-1,-7,-1,99
NC(N)=NC(N)=Nc1ccc(SC(F)(F)F)cc1,-9,101,0,97,13,3,-6,-4,0,-5,72
CCOc1ccc(-c2nnc(-c3ccccc3)n2-c2ccccc2)cc1,0,96,3,94,61*,-122,3,-2,-2,-4,98
Cc1ccc(S(=O)(=O)N2CCN(S(=O)(=O)c3ccc4c(c3)OCCO4)CC2)cc1,-7,55,0,52,-10,-12,0,-2,0,-1,58*
O=C(NCc1ccccc1)NC1(C(=O)Nc2ccc3c(c2)OCCO3)CCCCC1,0,100,1,102,-13,22,-1,0,0,-2,101
O=C(COC(=O)c1cnc(Cl)c(Cl)c1)Nc1ccc(S(=O)(=O)N2CCCC2)cc1,-9,98,-6,96,-24,3,-9,-6,-5,-8,102
CC(C)CC(OC(=O)c1cccs1)C(=O)NCC1CCCO1 (configuration not stated),-3,110,-1,102,-24,-2,-2,0,-2,0,100
Cc1ccc(C(=O)N/C(=C\c2cn(-c3ccccc3)nc2-c2ccccc2)C(=O)N2CCOCC2)cc1,1,102,-1,98,-9,-3,0,-2,-1,-4,100
CC(=O)NN1C(=O)/C(=C\c2ccc(Br)o2)SC1=S,-8,102,1,99,-32,31,0,5,2,0,99
CCN(CC)CCn1c(=N)n(CCO)c2ccccc21,-4,104,0,103,2,-11,0,-4,-10,2,102
CCN(CC)CCCNC(=O)Cn1nc([N+](=O)[O-])c(Cl)c1C,-6,107,0,107,-10,16,-2,-6,-10,-3,110
CCOc1ccccc1NC(=O)c1cccc2c1C(=O)N(CCOC)C2,-4,105,2,104,-14,-27,0,-8,-8,-3,104
COC(=O)c1ccc(N/N=C/c2cc([N+](=O)[O-])cc(OC)c2O)cc1,-5,98,-3,96,12,61*,-2,-3,-7,-6,100
Cc1ccc(S(=O)(=O)Cc2ccc(C(=O)OCc3ccccc3)cc2)cc1,0,101,-1,101,-6,20,-1,-2,-1,-1,102
O=C(NC1=NCCS1)c1ccc2c(c1)C(=O)N(Cc1ccco1)C2=O,-7,100,3,101,-17,15,1,-6,-9,0,103
O=C1CCN(C(=O)c2ccc(Cl)cc2)N1,-5,101,-2,98,-12,-3,0,-4,-7,0,104
CC(=O)N1CCN(c2ccc(NC(=S)NC(=O)c3ccccc3)cc2)CC1,-6,104,-3,102,-52,30,-2,-3,-5,-4,103
CO/N=C/C(C#N)=C/c1ccc(OC)cc1,-6,98,-1,99,-5,-3,0,-3,-3,1,101
CN(C)S(=O)(=O)N1CCN(C(=O)c2ccccc2)CC1,3,104,3,105,-17,-7,-1,0,0,-4,101
CC(/C=N/NC(=O)c1cc(-c2ccncc2)nc2ccccc12)=C\c1ccco1,-5,99,2,99,-33,-11,-1,-5,-3,-7,103
CCC(C)NCCOc1cc(C)cc(C)c1C (configuration not stated),-4,103,1,u,21,34,-1,-9,-7,-3,103
CCc1cc(Br)ccc1NC(=O)C1CCCO1 (configuration not stated),-8,98,-3,99,-29,6,-2,-11,-19,-5,102
O=C(CN(C(=O)CSc1nnc(COc2ccccc2)o1)c1ccc(F)cc1)NC1CCCCC1,-2,103,-3,101,-9,-6,-1,-3,0,-2,99
Cc1ccc2nsnc2c1S(=O)(=O)N(Cc1cc2cccc(C)c2[nH]c1=O)CC1CCCO1 (configuration not stated),-3,107,0,107,-8,-2,0,-4,-9,0,104
Cc1ccc(SC[C@H](c2ccccc2)N2CCN(C)CCC2=O)cc1,x,104,x,u,-66,11,x,x,x,x,105

Compounds as they come. About 2.7% of those tested had a hit in this group.
